Compound activity deposited in PubChem BioAssay by several laboratories.
Cdc25B inh – inhibitors of human Cdc25B phosphatase | recombinant Cdc25B, OMFP fluorescence Ex485/Em525 | P30305 | inhibition, %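 (compounds tested at 10 µM final in the well)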 | 0.1% of 65,000 active; in the data active means inhibition above about 50%
MMP13 inh – MMP13 (human) collagenase inhibition; inhibition, % at 4 µM; MMP-13 fTHP FRET cleavage, Mca fluorescence; 0.07% of 65,000 active; P45452;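 active means inhibition above the mean of compound-free control plate wells plus 3 SD, cut at about 14% in these data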;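 further: 0% = DMSO wells and 100% = wells with reference MMP-13 inhibitor after basal subtraction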
FXIa mix inh – inhibitors of human coagulation factor XIa, pooled mixtures | inhibition, % at 5 µM | 0.19% of 62,000 active | purified FXIa, fluorogenic substrate | P03951;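 further: each value is inhibition by a whole ten-compound pool holding the compound; 0% = enzyme with no mixture and 100% = wells lacking enzyme; strong numbers were not always called active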
JNK3 blocker – inhibitors of human JNK3 kinase. purified JNK3 kinase activity, HTS. inhibition, % at 8 µM. 0.61% of 60,000 active. AID 746; in the data active means inhibition above about 17%;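 further: 0% = DMSO and 100% = reference inhibitor; many of its hits are not listed in these tables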
Target sequence (P53779 whole entry, looked up): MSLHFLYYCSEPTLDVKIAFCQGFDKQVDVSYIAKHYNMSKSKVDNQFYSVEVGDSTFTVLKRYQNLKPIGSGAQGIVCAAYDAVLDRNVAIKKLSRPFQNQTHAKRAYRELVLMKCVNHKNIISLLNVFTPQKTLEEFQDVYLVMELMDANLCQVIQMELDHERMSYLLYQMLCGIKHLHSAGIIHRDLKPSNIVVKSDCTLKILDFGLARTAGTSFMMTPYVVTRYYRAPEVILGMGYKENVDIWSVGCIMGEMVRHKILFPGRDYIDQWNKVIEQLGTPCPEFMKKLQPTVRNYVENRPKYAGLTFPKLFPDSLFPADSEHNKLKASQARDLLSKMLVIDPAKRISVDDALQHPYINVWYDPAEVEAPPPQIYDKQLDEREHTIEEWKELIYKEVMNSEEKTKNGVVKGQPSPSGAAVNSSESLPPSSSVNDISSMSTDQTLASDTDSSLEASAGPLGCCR
Hsp90 inh – displaces geldanamycin probe from tumor Hsp90; P07900; NCI-N417 lysate Hsp90, Cy3B-geldanamycin FP displacement; inhibition, % at 30 µM; 0.35% of 64,000 active; AID 429;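 active means inhibition above 50%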;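 further: 0% = tracer plus lysate wells and 100% = tracer alone without lysate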
FXIIa mix inh – factor XIIa (human) inhibition, mixture screen | P00748 | purified FXIIa, fluorogenic substrate, pooled mixtures | inhibition, % at 5 µM | 0.2% of 62,000 active | AID 684;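 further: 0% = enzyme without compound and 100% = no enzyme blank; some results filed as inactive read as strong as hits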
Target sequence (P00748 20-372 limits assumed): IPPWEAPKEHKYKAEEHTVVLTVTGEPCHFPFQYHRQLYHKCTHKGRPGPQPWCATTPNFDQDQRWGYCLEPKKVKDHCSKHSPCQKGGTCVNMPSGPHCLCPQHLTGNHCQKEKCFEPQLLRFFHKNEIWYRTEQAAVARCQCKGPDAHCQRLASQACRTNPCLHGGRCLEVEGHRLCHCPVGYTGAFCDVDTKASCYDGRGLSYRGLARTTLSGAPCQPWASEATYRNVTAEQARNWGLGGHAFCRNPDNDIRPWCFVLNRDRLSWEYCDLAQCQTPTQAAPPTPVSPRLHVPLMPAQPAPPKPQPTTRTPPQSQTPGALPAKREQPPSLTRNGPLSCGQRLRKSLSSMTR
Target sequence (P00748 373-615 limits assumed): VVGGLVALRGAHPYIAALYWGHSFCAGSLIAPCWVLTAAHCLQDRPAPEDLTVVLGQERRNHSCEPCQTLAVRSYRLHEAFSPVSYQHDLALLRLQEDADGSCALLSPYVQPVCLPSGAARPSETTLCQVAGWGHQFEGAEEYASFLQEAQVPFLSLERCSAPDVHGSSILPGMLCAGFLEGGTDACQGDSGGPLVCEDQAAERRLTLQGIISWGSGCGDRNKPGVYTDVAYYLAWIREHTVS
AP ELISA ortho – alternative pathway complement inhibition, orthogonal assay; inhibition, % at 5 µM; 0.08% of 62,000 active; Human serum alternative complement pathway, LPS-coated ELISA, C3 deposition; tested in compound mixtures;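 active means inhibition above 30% in each of the two pooled mixtures holding the compound, so the lower value exceeds 30%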;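 further: 0% = serum in Mg-EGTA without compound and 100% = EDTA serum blank; some compounds past the cut are filed as inactive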
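Assay system: Human serum alternative complement pathway, C3 deposition on LPS-coated wells | Incubation: 1 h serum-compound exposure at 37 °C | Doses: 5 µM per compound in ten-compound mixtures | Read-out: Percent inhibition | Technique: ELISA with HRP anti-human C3 antibody, TMB substrate, absorbance 450 nm | Replication: Two pool placements per compound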
DUSP1 inh – blocks human MKP-1 phosphatase activity. recombinant MKP-1, OMFP hydrolysis fluorescence. inhibition, %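 (compounds tested at a single concentration somewhere between 10 and 100 µM)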. 0.15% of 65,000 active. AID 374;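 active means inhibition above about 50%, limit read from the data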;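 further: 0% = DMSO max control wells and 100% = wells with enzyme stopped by NaOH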
A340 absorber – compounds absorbing at 340 nm; fold change at 10 µM; 65,000 tested, under 10 active; compound absorbance at 340 nm, fold over control;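 active means at 10 µM dose, initial 340 nm absorbance at least 2 fold that of control wells; inactive means change under 2 fold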;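 further: initial absorbance extrapolated from kinetic A340 decline of NADH oxidation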
The depositor's hits bear a star; / = no result given. Unless noted, no stated cut-off is given here; in the data, active means inhibition above about 20% (passing the limit was not always enough); inactive means the rest.

Sequence of screens: Cdc25B inh | MMP13 inh | FXIa mix inh | JNK3 blocker | Hsp90 inh | FXIIa mix inh | AP ELISA ortho | DUSP1 inh | A340 absorber
- COc1ccc(Cn2nnnc2C(c2cc3ccc(OC)cc3[nH]c2=O)N2CCCCCC2)cc1 (stereo not given)
    21 | -6 | 22 | -3 | -1 | 5 | 5 | 32 | 1.1
- CC(=O)NC(CCS(C)(=O)=O)C(=O)Nc1nccs1 (stereo not given)
    3 | 1 | 7 | -4 | 0 | -4 | 16 | 7 | 0.99
- CCCCn1nnc(NC(=O)c2cc3ccccc3o2)n1
    -9 | -2 | 7 | -7 | -3 | -1 | 4 | -9 | 0.98
- CCOc1cccc(-c2nnc3sc(COc4ccc(C)cc4)nn23)c1
    5 | 0 | 3 | 0 | 0 | 1 | -17 | -2 | 1
- NC(=O)c1cnccn1
    -13 | / | / | / | 1 | / | / | -4 | 1
- CCOC(=O)NC(Nc1sc2c(c1C(=O)OC)CCN(C)C2)(C(F)(F)F)C(F)(F)F
    -19 | -4 | / | -4 | -6 | / | / | -14 | 1.1
- Cn1c(=O)oc2cc(S(=O)(=O)N3CCCC(C(=O)NCc4cccs4)C3)ccc21 (stereo not given)
    -13 | 2 | 2 | -5 | -1 | 4 | 21 | 0 | 1.1
- CCS(=O)(=O)N1CCC(C(=O)NC2CCCCCCC2)CC1
    -12 | 6 | 1 | 2 | -1 | -19 | -4 | -15 | 1
- COc1ccccc1OCC(O)CN1C(=O)NC(C)(C)C1=O (stereo not given)
    -1 | -11 | 13 | 5 | -2 | 9 | 6 | 8 | 1
- Cc1ccc(Nc2nc(N)nc(CSc3nnc(-c4ccncc4)o3)n2)cc1
    -8 | 2 | 12 | -3 | -4 | -6 | 2 | 0 | 1.1
- CCOC(=O)/C=C1\NC(=O)CS1
    -3 | -1 | 6 | 2 | 2 | -4 | 24 | 8 | 1
- Cc1cc(C(=O)CSc2nnc(-c3cccnc3)n2-c2ccccc2F)c(C)n1C
    -6 | 0 | 5 | -7 | -6 | 0 | 17 | 23 | 1
- CCCS(=O)(=O)N1CCC(C(=O)NCCN2CCCC2)CC1
    14 | 2 | 1 | 2 | 0 | 1 | 26 | 3 | 1
- COc1ccc(N2CCCn3c2nc2c3c(=O)n(CCCc3ccccc3)c(=O)n2C)cc1
    -7 | 3 | 7 | / | / | -4 | 0 | 16 | 1
- C#CCN1C(=O)C2C(C(=O)NC)C3C=CC2(O3)C1C(=O)NCc1ccc(OC)cc1 (stereo not given)
    0 | 9 | 5 | / | / | -29 | -2 | 5 | 1
- CCCCCc1nc2c(=O)[nH]c3ccccc3c2o1
    -4 | 2 | 4 | 5 | -1 | 3 | -7 | -2 | 0.98
- CCN(CC)S(=O)(=O)c1ccc2nc(NC(=O)c3cccs3)sc2c1
    -8 | -5 | / | -2 | -10 | / | / | 29 | 1.3
- COc1ccc(OC)c(CN2CCCC(C(=O)N3CCCCC3)C2)c1 (stereo not given)
    -4 | -1 | 4 | 7 | -1 | 6 | 20 | -8 | 1
- COC(=O)CN1C(=O)C(O)(CC(=O)c2ccc(C)o2)c2ccccc21 (stereo not given)
    3 | -1 | 5 | 1 | -3 | 12 | 10 | 10 | 1
- CC(C(=O)Nc1ccc(C(=O)O)cc1)N1C(=O)c2ccccc2C1=O (stereo not given)
    -5 | -3 | 1 | -2 | 1 | 5 | 11 | 3 | 0.99
- COc1cccc(C(=O)Nc2c3c(nn2-c2cccc(C)c2C)CS(=O)(=O)C3)c1OC
    -3 | -1 | 12 | / | 1 | 4 | 7 | 9 | 1
- CC(=O)Nc1ccc(NCC(O)COc2ccccc2)cc1 (stereo not given)
    -1 | -1 | 4 | -11 | -2 | -13 | -8 | -10 | 1.1
- Cc1ccc(N(C(C)C(=O)Nc2ccc(S(=O)(=O)N3CCOCC3)cc2)S(C)(=O)=O)cc1C (stereo not given)
    -6 | 1 | -2 | -1 | -2 | 10 | 7 | 35 | 1.1
- COc1ccc(NC(=O)c2oc3ccccc3c2NC(=O)C(C)(C)C)cc1
    -1 | 1 | 5 | -3 | 0 | 1 | 6 | 0 | 1.1
- O=C(Oc1ccccc1)c1ccc2nccnc2c1
    -10 | -1 | 5 | -7 | -3 | -3 | -42 | -13 | 1.1
- COc1cc(-c2nnn(CC#N)n2)ccc1OCc1ccccc1
    -16 | -1 | 6 | / | / | 4 | 8 | 0 | 1.1
- O=C(CCC(=O)c1cccs1)OCc1nnc(-c2ccccc2)o1
    -1 | -3 | 11 | 8 | -1 | -3 | 19 | 8 | 1
- CCn1c(CSc2nnc(C)n2-c2ccccc2)nc2cc(S(=O)(=O)N(C)C)ccc21
    -16 | 3 | -2 | 3 | -4 | 7 | 0 | 30 | 0.98
- CN(C)S(=O)(=O)N(Cc1ccc(Br)cc1)c1ccccc1
    -16 | 4 | 4 | -4 | -1 | -18 | 19 | 0 | 1
- Cc1onc(-c2c(F)cccc2Cl)c1C(=O)NC1=NCCS1
    -2 | 3 | -1 | -3 | / | -16 | 26 | 6 | 1
- CN(C)CC(=O)Nc1ccc(S(N)(=O)=O)cc1
    2 | / | 9 | / | / | 7 | 17 | 5 | 0.99
- Cc1noc(C)c1S(=O)(=O)NCCN1CCN(c2ccccc2)CC1
    1 | -1 | -8 | / | -2 | -2 | 16 | 6 | 1
- CC(C)(C)c1ccccc1OCC(=O)NCCC(=O)O
    6 | 4 | 0 | 5 | 6 | -2 | 13 | -9 | 0.99
- COc1ccc(CC(=O)OCn2nnc3ccccc3c2=O)cc1
    3 | 0 | -23 | 3 | -2 | -17 | 0 | -4 | 0.99
- COc1cccc(C(=O)CN2C3=NCCCN3c3ccccc32)c1
    0 | 4 | 2 | -2 | -3 | 3 | 16 | 0 | 1
- O=S1(=O)C[C@@H](N2CCOCC2)[C@H](N2CCOCC2)C1
    37 | 0 | / | 2 | 0 | / | / | -19 | 1
- CCOC(=O)c1[nH]c(C)c(C(=O)NCc2cccnc2)c1C
    -3 | 7 | 10 | 8 | -2 | 10 | 14 | 6 | 1
- Cc1cc(Oc2ccc(=O)n(C)n2)nc(Oc2ccc(=O)[nH]n2)n1
    1 | -6 | 7 | 5 | 0 | 4 | -10 | -11 | 1
- CC(C)COP(=O)(c1ccc(N(C)C)cc1)C(O)c1ccncc1 (stereo not given)
    8 | 0 | 4 | -1 | -1 | 19 | 7 | 12 | 1
- O=C1C=C(NCC2CCCO2)CC(c2ccccc2)C1 (stereo not given)
    0 | 6 | 7 | 1 | 3 | 4 | 26 | -4 | 1
- C=CCn1c(SCC(=O)Nc2cc(C)c(Cl)cc2OC)nnc1-c1ccco1
    -1 | -1 | 5 | 4 | -5 | 7 | 11 | 24 | 1
- C/C(N)=C(\C#N)C(=O)NCCc1ccccn1
    3 | -1 | 0 | 7 | 0 | -18 | 14 | 5 | 0.98
- CC1CCCCC1NS(=O)(=O)c1ccc(S(=O)(=O)N2CCN(CCC#N)CC2)cc1 (stereo not given)
    -3 | -2 | 8 | -7 | 0 | 12 | 13 | 15 | 1
- N#CCCN(CCC#N)C(=O)COc1ccc(Cl)cc1Cl
    -10 | 4 | -1 | 1 | -1 | 4 | -1 | 3 | 1
- Cc1cccc(-n2nnc(C(=O)Nc3ccc(F)cc3)c2N)c1
    -10 | 1 | 10 | 6 | 1 | 5 | 23 | 11 | 1

The final 2 records of the section above come first, to join the parts:
Sequence of screens: Cdc25B inh | MMP13 inh | FXIa mix inh | JNK3 blocker | Hsp90 inh | FXIIa mix inh | AP ELISA ortho | DUSP1 inh | A340 absorber
- N#CCCN(CCC#N)C(=O)COc1ccc(Cl)cc1Cl
    -10 | 4 | -1 | 1 | -1 | 4 | -1 | 3 | 1
- Cc1cccc(-n2nnc(C(=O)Nc3ccc(F)cc3)c2N)c1
    -10 | 1 | 10 | 6 | 1 | 5 | 23 | 11 | 1
- O=C(NCCCN1CCCC1=O)NC12CC3CC(CC(C3)C1)C2
    -11 | 1 | 4 | 4 | -5 | 9 | -4 | 4 | 0.99
- CCOC(=O)CNC(=O)CSc1ncnc2c1cnn2-c1ccccc1
    -6 | 3 | -4 | 5 | -7 | 6 | 4 | -4 | 1
- CC(=O)Nc1cc(NC(C)=O)cc(C(=O)OCC(=O)N2CC(C)OC(C)C2)c1 (stereo not given)
    -14 | 7 | -1 | -2 | 10 | -1 | 6 | 6 | 0.98
- COc1ccccc1N1CCN(C(=O)c2cc(-c3ccc(Cl)c(Cl)c3)on2)CC1
    -12 | 0 | -3 | 6 | -2 | -12 | 15 | 14 | 1
- Oc1[nH]c2ccccc2c1C=Nc1ccc2c(c1)OCCO2
    4 | -2 | 10 | 35* | 3 | 1 | 6 | 24 | 1
- c1ccc2[nH]c(CN3CCN(c4ncnc5c4oc4ccccc45)CC3)nc2c1
    4 | 10 | 8 | 0 | 1 | 1 | 18 | 26 | 1.1
- CC(C)(C)Nc1nc(NC(C)(C)C)nc(-n2ccnc2)n1
    -13 | 4 | -2 | 3 | 0 | 0 | 9 | 5 | 0.99
- Cc1cccc(NC(=O)CSc2nnc(-c3cc(C)n(-c4ccccc4)c3C)o2)c1C
    -4 | 4 | 5 | 2 | -8 | 5 | -4 | 2 | 0.98
- COC(=O)CNC(=O)c1ccc2c(c1)S(=O)(=O)c1ccccc1C2=O
    -6 | 0 | / | / | -1 | / | / | 31 | 1
- O=C(OCC1OC2C(Oc3nc(=O)ccn32)C1O)c1ccccc1 (stereo not given)
    -10 | 7 | 1 | -4 | 1 | -17 | -3 | 8 | 1
- COc1ccc(OC)c(S(=O)(=O)N2CCc3ccccc32)c1
    -10 | -3 | -1 | -3 | 0 | 3 | 14 | 6 | 1
- CCCC(=Nc1ccccc1)C1=C(O)C(C(=O)OC)C(C)(C)CC1=O (stereo not given)
    -5 | 4 | 9 | 2 | 4 | -15 | 7 | 6 | 1
- CCOC(=O)c1c(N)sc2c1CCCC2
    -41 | 0 | -5 | -9 | -9 | -17 | -10 | 5 | 1
- COc1ccc(C(NC(=O)c2ccco2)c2ccc(OC)c(OC)c2)cc1 (stereo not given)
    -4 | -1 | 2 | 2 | -2 | 3 | 7 | -9 | 0.98
- O=C(O)c1cc(S(=O)(=O)N2CCCCCC2)c(Cl)cc1Cl
    5 | 0 | 11 | 1 | 0 | 13 | 1 | 11 | 1
- CN1CCN(CC#CCn2c3ccccc3c3ccccc32)CC1
    -1 | 1 | 9 | -1 | -4 | -2 | -3 | -13 | 1
- CC(CCc1ccco1)NC(=O)Nc1cccc(F)c1 (stereo not given)
    10 | -2 | -1 | -4 | -4 | 6 | -9 | 27 | 1
- CCOC(=O)CC(Nc1nc(N2CCOCC2)nc(N2CCOCC2)n1)c1ccccc1Cl (stereo not given)
    4 | 0 | 2 | 2 | -2 | 11 | 9 | 9 | 1
- C=CCNC(=O)c1c(Cl)cccc1Cl
    -7 | 0 | 3 | 3 | -5 | 8 | 7 | 3 | 1
- CC(C)N(C#N)c1nc(N2CCOCC2)nc(N2CCOCC2)n1
    -13 | -1 | 4 | 2 | -2 | -2 | 20 | -23 | 1
- COc1cccc(-c2nn(-c3ccccc3)cc2C(=O)O)c1
    -4 | -2 | 9 | 3 | -1 | 3 | -11 | 20 | 0.97
- COc1ccc(C(=O)Oc2ccc3c(c2)OCO3)cc1OC
    -10 | 1 | 5 | -6 | -1 | 7 | 0 | -5 | 1.1
- CC(C)(C)n1nc2c(c1NC(=O)c1ccc(S(=O)(=O)N3CCCC3)cc1)CSC2
    4 | 3 | 0 | / | -3 | 12 | -6 | 33 | 1.1
